Screening data as filed in PubChem BioAssay.
GPT2 inh = Primary qHTS assay for inhibitors of Glutamate pyruvate transaminase 2 (GPT2); Potency, µM (highest dose often 57.7 µM), for the others: at the top dose activity change, negative = inhibition, hits mostly inhibitors; Recombinant GPT2, coupled pyruvate oxidase/HRP Amplex Red fluorescence; Alanine aminotransferase 2 (Homo sapiens), Q8TD30; AID 1671188, 2021; 100,000 tested, 0.25% active; also: potency is read from the fitted curve at half-maximal effect; nearly all actives have a fitted effect of over 60% in size; many of its hits are not listed in these tables
Target sequence (Q8TD30 whole entry, looked up): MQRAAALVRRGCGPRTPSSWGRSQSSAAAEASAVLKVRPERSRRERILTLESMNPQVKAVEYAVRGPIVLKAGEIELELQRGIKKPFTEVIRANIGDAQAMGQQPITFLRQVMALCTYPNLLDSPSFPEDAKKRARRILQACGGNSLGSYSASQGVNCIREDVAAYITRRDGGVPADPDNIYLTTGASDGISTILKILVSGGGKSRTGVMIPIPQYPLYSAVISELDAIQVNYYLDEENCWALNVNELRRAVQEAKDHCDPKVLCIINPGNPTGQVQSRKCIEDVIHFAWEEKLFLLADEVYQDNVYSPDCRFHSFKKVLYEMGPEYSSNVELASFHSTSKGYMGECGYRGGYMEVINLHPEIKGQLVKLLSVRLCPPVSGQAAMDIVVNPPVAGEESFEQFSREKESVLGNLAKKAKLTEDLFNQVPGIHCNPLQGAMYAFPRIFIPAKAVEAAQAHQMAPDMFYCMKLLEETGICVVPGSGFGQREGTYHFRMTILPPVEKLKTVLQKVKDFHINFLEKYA
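Fluorescence of coupled pyruvate oxidase/HRP/Amplex Red system (50uM Amplex, 30 min, dark) reports pyruvate formed by GPT2. Enzyme reaction: 10ng/uL GPT2, 2mM L-alanine, 250uM a-KG, 30 min room temperature, pH 7.5; 50uM AOA control.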
3T3 cytotox = Cytotoxic Profiling in NIH 3T3 Cell Line of Diverse Libraries Using Quantitative High-Throughput Screening | Potency, µM (doses to about 96.7 µM), inactives show top-dose activity change, negative = cytotoxicity, actives largely listed as inhibitors | 94,000 tested, 4.3% active | AID 1345082, 2018 | NIH 3T3 viability, CellTiter-Glo ATP luminescence, 48-72 h; also: potency is read from the fitted curve at half-maximal effect; nearly all actives have a fitted effect of over 55% in size
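First NIH 3T3 cells are plated at 400 cells/well; next compound is pinned in; then plates incubate 48 or 72 hr at 37 °C; finally CellTiter-Glo is added and luminescence read after 10 min.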
HEK cytotox = Cytotoxic Profiling in HEK 293 Cell Line of Diverse Libraries Using Quantitative High-Throughput Screening; HEK 293 viability, ATP luminescence (CellTiter-Glo), 48-72 h; Potency, µM (series often up to 115 µM), without a hit: at the top dose activity change, negative = cytotoxicity, most hits filed as inhibitors; 94,000 tested, 6.6% active; also: potency is read from the fitted curve at half-maximal effect; nearly all actives have a fitted effect of over 60% in size
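HEK 293 cells at 250 cells/well were exposed to compounds by pintool transfer for 48 or 72 hr at 37 degree Celsius, 5% CO2. Viability was read as ATP-coupled luminescence with CellTiter-Glo after 10 min at room temperature.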
SNCA expr inhib = Primary qHTS assay for inhibitors of alpha-synuclein gene (SNCA) expression; 140,000 tested, 0.17% active; HEK-293 SNCA-luciferase knock-in, luminescence, 24 h; Potency, µM (top dose mostly 57.2 µM), inactives show at the highest dose activity change, negative = inhibition, most hits filed as inhibitors;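 also: potency is read from the fitted curve at half-maximal effect; plate controls were DMSO cells for no effect and cell-free wells for full effect; nearly all actives have a fitted effect of over 45% in size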
SNCA viab count = GF-AFC viability counterscreen for inhibitors of alpha-synuclein gene (SNCA) expression | HEK-293-SNCA-luc viability, GF-AFC fluorescence, 24 h | Potency, µM (doses to about 57.1 µM), for the others: top-dose activity change, negative = cytotoxicity, usual class: cytotoxic | 150,000 tested, 0.12% active | AID 1671193, 2021;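 also: potency is read from the fitted curve at half-maximal effect; 0% = DMSO-treated cells and -100% = medium-only wells without cells; nearly all actives have a fitted effect of over 30% in size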
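Cytotoxicity counterscreen: after 24 h compound treatment of genome-edited SNCA-luciferase HEK-293 cells, live-cell protease substrate GF-AFC read by fluorescence after 30 min; activity scaled between DMSO (0%) and medium-only (-100%), curves Hill-fitted.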
IP6K1 inhibitor = Primary qHTS assay for small molecule inhibitors of Inositol hexaphosphate kinase 1 (IP6K1). Inositol hexakisphosphate kinase 1 (Homo sapiens), Q92551. activity change, % (series mostly up to about 58 µM). 140,000 tested, 0.81% active. AID 1645851, 2021. IP6K1 kinase, ADP-Glo luminescence, 2 h; stronger effect = lower value; in the data active = activity change below about -25%
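ADP-Glo luminescence measures ADP made by human IP6K1 during a 2 h RT reaction with ATP/IP6 (mix at 1.3 mM/130 uM); top library doses 57.5 and 19.1 uM final.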
Luciferase inh = Firefly luciferase inhibition profiling of diverse chemical library using quantitative high-throughput screening; Luciferin 4-monooxygenase (Photinus pyralis), P08659; purified P. pyralis luciferase, luminescence, biochemical; Potency, µM (top dose mostly 115 µM), without a hit: top-dose activity change, negative = inhibition, actives largely listed as inhibitors; 76,000 tested, 2.5% active; also: potency is read from the fitted curve at half-maximal effect; nearly all actives have a fitted effect of over 65% in size
Target sequence (P08659 whole entry, looked up): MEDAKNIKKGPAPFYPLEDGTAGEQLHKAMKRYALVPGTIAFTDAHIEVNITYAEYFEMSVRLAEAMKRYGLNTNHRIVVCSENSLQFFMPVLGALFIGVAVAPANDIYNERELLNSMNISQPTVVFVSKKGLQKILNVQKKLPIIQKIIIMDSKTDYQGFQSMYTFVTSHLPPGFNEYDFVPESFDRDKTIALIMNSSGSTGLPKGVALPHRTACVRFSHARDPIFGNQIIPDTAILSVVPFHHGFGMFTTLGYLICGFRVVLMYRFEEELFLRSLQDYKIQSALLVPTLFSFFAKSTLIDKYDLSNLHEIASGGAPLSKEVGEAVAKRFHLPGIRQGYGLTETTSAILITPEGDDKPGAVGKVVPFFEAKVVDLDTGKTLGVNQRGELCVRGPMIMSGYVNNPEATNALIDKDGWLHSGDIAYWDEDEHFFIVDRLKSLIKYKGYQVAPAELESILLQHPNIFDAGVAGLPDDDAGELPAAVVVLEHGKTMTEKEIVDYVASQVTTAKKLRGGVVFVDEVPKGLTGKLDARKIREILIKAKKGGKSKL
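Luminescence read by CCD imager after adding enzyme (10nM final) to wells holding compound, titrated in qHTS. Substrates 10uM each D-luciferin and ATP; buffer 50mM Tris acetate pH 7.5, 10mM Mg acetate, Tween-20, BSA.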
An asterisk follows results filed as active; [ ] = dose if it differs, or a comment. Unless noted, calls follow the shape of the dose curve; as a rule, active = well fitted curve in the direction sought with a large enough effect; inconclusive = small, poorly fitted or top-dose-only effect, or another doubt; inactive = no such curve, though single readings can be large; an effect the other way counts as inactive or inconclusive. Unless noted, % is scaled to controls: 0 for no effect and ±100 for the full control effect.

Cc1ccc(Nc2sc(C(=O)c3ccccc3)c(N)c2C(=O)Nc2ccc(Cl)cc2)cc1 was read as SNCA expr inhib 6%, SNCA viab count -19% and IP6K1 inhibitor 3.
Screening COCC1CN(C(C)=O)CC12CCN(Cc1cccc(Cl)c1F)CC2 (stereo not drawn) returned GPT2 inh inactive, 3T3 cytotox 3%, HEK cytotox 0%, SNCA expr inhib 3%, SNCA viab count -9%, IP6K1 inhibitor 1 and Luciferase inh 0%.
CCc1nnc(NC(=O)c2nc(SCc3ccccc3F)ncc2Cl)s1 was read as SNCA expr inhib 7%, SNCA viab count 4% and IP6K1 inhibitor -9.
Screening COc1ccccc1CN1CC(COc2ccccc2)C2(C1)CN(C(=O)c1cn[nH]c1)C2 (stereo not drawn) returned GPT2 inh -8%[88.5 µM], 3T3 cytotox -21%[138 µM], HEK cytotox inconclusive, SNCA expr inhib 2%[87.6 µM], SNCA viab count -2%[87.6 µM], IP6K1 inhibitor 1 and Luciferase inh -3%[172 µM].
`CSc1cccc(NC(=O)N[C@H]2CCN(C(=O)c3cccn3C)[C@@H]2C(=O)N[C@H]2CCCNC2=O)c1` gave GPT2 inh -5%, 3T3 cytotox inactive, HEK cytotox -1%, SNCA expr inhib 0%, SNCA viab count 6%, IP6K1 inhibitor 6 and Luciferase inh 1%.
`CCCc1cc(N2CCN(c3ccc(OC)cc3)CC2)n2cnnc2n1` gave SNCA expr inhib -19%, SNCA viab count -6% and IP6K1 inhibitor 4.
For CC1=C[C@@H](CC#N)[C@H](C(C)C)C[C@H]1CC(=O)N1CCOCC1 the results were GPT2 inh 0%[88.5 µM], 3T3 cytotox -33%[174 µM], HEK cytotox -49%[172 µM], SNCA expr inhib 18%[87.6 µM], SNCA viab count -4%[87.6 µM], IP6K1 inhibitor 6 and Luciferase inh -23%[172 µM].
For Cc1cc(-c2ccc(S(=O)(=O)N3CCN(c4ccc(Cl)cc4)CC3)s2)on1 the results were SNCA expr inhib -7%, SNCA viab count 7% and IP6K1 inhibitor 7.
For O=C(NC[C@H]1O[C@H](Cc2cc(CN3CCNCC3)on2)CC[C@@H]1O)c1ccccc1F the results were GPT2 inh -25%, 3T3 cytotox -14%, HEK cytotox -10%, SNCA expr inhib -5%, SNCA viab count 9%, IP6K1 inhibitor 18 and Luciferase inh 1%.
Screening CCC(CC)CN1C[C@]23C=C[C@H](O2)C(C(=O)N(C)CCn2ccnc2C)C3C1=O (stereo partly drawn) returned GPT2 inh 1%, 3T3 cytotox -25%, HEK cytotox -14%, SNCA expr inhib -11%, SNCA viab count -22%, IP6K1 inhibitor 1 and Luciferase inh -2%.
Screening O=C1CCc2cc(S(=O)(=O)NC(C(=O)Nc3cccc(F)c3)c3ccccc3)ccc2N1 (stereo not drawn) returned SNCA expr inhib 24%, SNCA viab count 4% and IP6K1 inhibitor -3.
`COCCCn1c(=O)c(C(=O)N2CCN(C(=O)c3ccccc3F)CC2)nc2cccnc21` gave GPT2 inh 3%, 3T3 cytotox -23%, HEK cytotox 4%, SNCA expr inhib 38%[activator], SNCA viab count 6% and IP6K1 inhibitor 5.
Cc1cccc(-n2c(=O)c3ccccc3n(Cc3ccccc3C#N)c2=O)c1 was read as SNCA expr inhib 5%, SNCA viab count inconclusive and IP6K1 inhibitor -4.
Screening CC(C)(C)c1[nH]cnc1C=c1[nH]c(=O)c(=Cc2ccccc2)[nH]c1=O returned GPT2 inh 4%[88.5 µM], SNCA expr inhib 122%[activator][87.6 µM] and SNCA viab count -9%[87.6 µM].
`Cc1ccc(NC(=O)N2CCC(c3noc(COCC4CC4)n3)CC2)cc1F` gave GPT2 inh -15%, 3T3 cytotox inconclusive, HEK cytotox inconclusive, SNCA expr inhib -22%, SNCA viab count -5%, IP6K1 inhibitor -2 and Luciferase inh -3%.
For Cn1cnc([S+](=O)([O-])N2CCC(c3nnc4n3C(C(=O)O)CC4)CC2)c1 (stereo not drawn) the results were GPT2 inh inactive, 3T3 cytotox inactive, HEK cytotox 0%, SNCA expr inhib -3%, SNCA viab count -3% and IP6K1 inhibitor -7.
Cc1ccc(-c2noc([C@@H]3Cc4nc[nH]c4CN3C(=O)Nc3ccccc3)n2)cc1 was read as GPT2 inh -47%[88.5 µM], 3T3 cytotox inconclusive, HEK cytotox inconclusive, SNCA expr inhib inconclusive, SNCA viab count inconclusive, IP6K1 inhibitor 1 and Luciferase inh inconclusive.
For CCCCN1C(=O)c2[nH]nc(-c3ccccc3O)c2C1c1ccc(C(C)(C)C)cc1 (stereo not drawn) the results were SNCA expr inhib 28%, SNCA viab count 0% and IP6K1 inhibitor 8.
For CC(C)c1cccc(NC(=O)c2ccc3c(c2)N(C)C2CCCCN2C3=O)c1 (stereo not drawn) the results were GPT2 inh inactive, 3T3 cytotox inconclusive, HEK cytotox 28µM*, SNCA expr inhib 37%[activator], SNCA viab count 13%[12.5 µM], IP6K1 inhibitor 19 and Luciferase inh -24%.
`CC(=O)Nc1cccc(C(=O)NCc2ccc3c(c2)CCN3C(=O)c2ccc(F)cc2)c1` gave SNCA expr inhib 14%, SNCA viab count 6% and IP6K1 inhibitor 3.

Molecules above that contain a thiophene ring, fused or not (two):
Cc1ccc(Nc2sc(C(=O)c3ccccc3)c(N)c2C(=O)Nc2ccc(Cl)cc2)cc1 was read as SNCA expr inhib 6%, SNCA viab count -19% and IP6K1 inhibitor 3.
For Cc1cc(-c2ccc(S(=O)(=O)N3CCN(c4ccc(Cl)cc4)CC3)s2)on1 the results were SNCA expr inhib -7%, SNCA viab count 7% and IP6K1 inhibitor 7.

Following part
For CCOC(=O)N1CCc2c(sc3c2c(=O)n(Cc2ccccc2)c(=O)n3Cc2cccc(C)c2)C1 the results were SNCA expr inhib 3%, SNCA viab count 7% and IP6K1 inhibitor 24.
`O=C(CCc1cc(Cl)no1)N1CCc2c(nc3cc(-c4ccccc4)[nH]n3c2=O)C1` gave GPT2 inh inactive, 3T3 cytotox -15%, HEK cytotox -2%, SNCA expr inhib 10%, SNCA viab count -4%, IP6K1 inhibitor 0 and Luciferase inh inconclusive.
For COc1ccc(CNS(=O)(=O)c2ccc(-c3cnc(C4CC4)o3)cc2)cc1 the results were SNCA expr inhib 23%, SNCA viab count 7% and IP6K1 inhibitor 2.
For COc1ccc(-c2noc([C@@H]3C[C@@H](O)CN3Cc3cccnc3)n2)cc1 the results were GPT2 inh inconclusive, 3T3 cytotox inconclusive, HEK cytotox inconclusive, SNCA expr inhib 51%[activator][87.6 µM], SNCA viab count -19%[87.6 µM], IP6K1 inhibitor -16 and Luciferase inh inconclusive.
`O=C(NC1CC(=O)N(c2cccc(F)c2)C1)C(c1ccccc1)c1ccccc1` (stereo not drawn) gave SNCA expr inhib -20%, SNCA viab count 0% and IP6K1 inhibitor 8.
Screening O=C(NCc1nnc2cc(-c3nc(C4CC4)no3)ccn12)c1nccc2ccccc12 returned GPT2 inh 0%, 3T3 cytotox -5%, HEK cytotox 2%, SNCA expr inhib -13%, SNCA viab count 5%, IP6K1 inhibitor 6 and Luciferase inh 0%.
Screening c1coc(-c2noc(CNCc3cccnc3-n3cncn3)n2)c1 returned GPT2 inh inconclusive, 3T3 cytotox -10%, HEK cytotox -5%, SNCA expr inhib 1%, SNCA viab count 2%, IP6K1 inhibitor 10 and Luciferase inh -7%.
For COc1ccc(C(=O)N[C@H]2C[C@H]3C(=O)NC[C@@H](CCC(=O)NCc4ccccc4)N3C2)cc1 the results were GPT2 inh -12%, 3T3 cytotox -14%, HEK cytotox inactive, SNCA expr inhib -21%, SNCA viab count -10%, IP6K1 inhibitor -5 and Luciferase inh -5%.
For COC(=O)[C@@H](C)NC(=O)c1coc(COc2cccc(C(F)(F)F)c2)n1 the results were GPT2 inh inactive, 3T3 cytotox -23%, HEK cytotox inactive, SNCA expr inhib -16%, SNCA viab count 3%, IP6K1 inhibitor 5 and Luciferase inh 3%.
For COc1ccc(C(=O)N2CCCC3(C2)NC(=O)c2ccccc2O3)cc1 (stereo not drawn) the results were GPT2 inh inactive, 3T3 cytotox -5%, HEK cytotox 2%, SNCA expr inhib 5%, SNCA viab count -21%, IP6K1 inhibitor 6 and Luciferase inh -4%.
CCC(Sc1nnc(-c2ccc(OC)cc2)c(-c2ccc(OC)cc2)n1)C(=O)Nc1cccc(OC)c1 (stereo not drawn) was read as SNCA expr inhib 20%, SNCA viab count -4% and IP6K1 inhibitor 16.
Cc1ccc([S+](=O)([O-])N2CCN(c3nccc(Nc4ccccc4F)n3)CC2)cc1 was read as GPT2 inh inactive, 3T3 cytotox inconclusive, HEK cytotox 32µM*, SNCA expr inhib -2%, SNCA viab count 8%[12.5 µM] and IP6K1 inhibitor -4.
Screening COc1cc(Cl)c(C)cc1NC(=O)CN1c2ccccc2S(=O)(=O)c2ccccc21 returned SNCA expr inhib 8%, SNCA viab count -2% and IP6K1 inhibitor 19.
For COc1ccc2nc([C@H]3CCN(Cc4ccccc4F)C3)[nH]c2c1 the results were GPT2 inh inactive, 3T3 cytotox inconclusive, HEK cytotox inconclusive, SNCA expr inhib 19%[87.6 µM], SNCA viab count -5%[87.6 µM], IP6K1 inhibitor 10 and Luciferase inh -29%[172 µM].
For CCOc1cc(C(=O)N2CCCN(c3cc(-c4ccc(F)cc4)[nH]n3)CC2)cc(OCC)c1OCC the results were GPT2 inh -26%, 3T3 cytotox -24%, HEK cytotox inconclusive, SNCA expr inhib 0%, SNCA viab count -20%, IP6K1 inhibitor 14 and Luciferase inh 2%.
For CCn1ncc(CN(C)C(=O)c2cc(COc3ccccc3)[nH]n2)c1C the results were GPT2 inh inconclusive, 3T3 cytotox inconclusive, HEK cytotox -16%, SNCA expr inhib 23%, SNCA viab count -7%, IP6K1 inhibitor 5 and Luciferase inh -10%.
COCCCNc1nc2c(-c3cccc(Br)c3)nnn2c2ccccc12 was read as SNCA expr inhib 31%[activator], SNCA viab count 2% and IP6K1 inhibitor -12.
For CCc1ccccc1N1CC(c2nc3ccccc3n2Cc2cccc(C)c2)CC1=O (stereo not drawn) the results were SNCA expr inhib inconclusive, SNCA viab count inconclusive and IP6K1 inhibitor 18.

These rows are one share of the data; count on the stated rates, not on these rows.
